Compound activity as filed in PubChem BioAssay.
Tb PYK inh – T. brucei pyruvate kinase inhibition. Q57TT1. TbPYK enzyme, Kinase-Glo Plus ATP luminescence, 45 min. Potency, µM (top dose mostly 76.8 µM), for the others: at the highest dose activity, negative = inhibition, usual class: inhibitors. hit rate 0.12% among 410,000. AID 624173; also: potency is read from the fitted curve at half-maximal effect; nearly all actives have a fitted effect of over 50% in size
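Quantitative HTS: titrated library compounds versus trypanosomal pyruvate kinase in TEA buffer (pH 7.2) containing KCl, MgCl2, BSA and Tween-20. Reactions were initiated with ADP, 130 uM final. Kinase-Glo Plus luminescence was read after 45 min at RT.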
AmpC detergent – inhibitors of E. coli AmpC beta-lactamase with detergent. P00811. AmpC hydrolysis of nitrocefin, absorbance 480 nm, 0.01% Triton. Potency, µM (top dose mostly 114 µM), without a hit: at the highest dose activity change, negative = inhibition, most hits filed as inhibitors. hit rate 0.041% among 370,000;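 also: potency is read from the fitted curve at half-maximal effect; 0% = no-compound wells and -100% = no-enzyme wells; nearly all actives have a fitted effect of over 25% in size; some results filed as inactive show a strong effect at the top dose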
Target sequence (P00811 whole entry, looked up): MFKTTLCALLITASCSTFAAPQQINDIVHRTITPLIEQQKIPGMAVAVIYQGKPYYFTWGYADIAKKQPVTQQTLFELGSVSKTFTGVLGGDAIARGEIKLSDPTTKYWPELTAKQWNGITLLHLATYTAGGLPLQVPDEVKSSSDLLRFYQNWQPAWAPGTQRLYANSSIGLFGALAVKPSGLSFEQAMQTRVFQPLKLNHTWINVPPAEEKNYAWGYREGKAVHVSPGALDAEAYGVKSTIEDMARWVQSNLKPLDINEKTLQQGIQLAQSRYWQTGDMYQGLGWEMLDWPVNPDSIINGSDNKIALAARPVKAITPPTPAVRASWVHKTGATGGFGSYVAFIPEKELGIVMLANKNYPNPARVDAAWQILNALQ
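20 mM phosphate pH 7.0 + 0.01% (detergent screen) or 0.0001% Triton X-100; 5.3 nM AmpC reagent; cpd preinc 15 min RT; nitrocefin (800 uM stock) to start; A480 q20 s × 4 min; Activity was normalised to no-enzyme and no-compound control wells.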
LmPK inhibitor – blocks Leishmania mexicana pyruvate kinase activity; purified LmPK, Kinase-Glo ATP luminescence, 1 h; Q27686; Potency, µM (highest dose often 57.5 µM), for inactives: at the highest dose activity change, negative = inhibition, actives largely listed as inhibitors; hit rate 0.37% among 290,000; also: potency is read from the fitted curve at half-maximal effect
Target sequence (Q27686 whole entry, looked up): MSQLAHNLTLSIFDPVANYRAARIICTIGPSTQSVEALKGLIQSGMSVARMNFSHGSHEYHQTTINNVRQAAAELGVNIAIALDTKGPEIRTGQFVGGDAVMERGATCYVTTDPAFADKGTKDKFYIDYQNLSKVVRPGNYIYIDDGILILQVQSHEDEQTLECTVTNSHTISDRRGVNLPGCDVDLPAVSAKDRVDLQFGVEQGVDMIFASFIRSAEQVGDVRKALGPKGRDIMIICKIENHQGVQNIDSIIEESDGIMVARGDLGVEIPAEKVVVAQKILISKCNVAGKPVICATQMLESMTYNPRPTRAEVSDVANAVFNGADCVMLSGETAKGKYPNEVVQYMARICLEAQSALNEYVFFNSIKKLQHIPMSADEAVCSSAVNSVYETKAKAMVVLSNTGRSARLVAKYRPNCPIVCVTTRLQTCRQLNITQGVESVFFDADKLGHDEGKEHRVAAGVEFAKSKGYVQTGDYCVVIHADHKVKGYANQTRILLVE
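Purified LmPK (0.1 nM) with 0.5 mM PEP and 0.1 mM ADP in imidazole buffer pH 7.2 with MgCl2/KCl, 1 h at room temperature. ATP formed was read by luciferase luminescence and normalized to no-enzyme and uninhibited controls.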
HCMV antiviral – human cytomegalovirus inhibition; HFF cells, HCMV-luciferase reporter, 72 h; stronger effect = lower value; activity change, negative = inhibition, % at 57.5 µM; hit rate 4.5% among 410,000; AID 1259415; in the data active = activity change below about -60%; inconclusive = no clear call, values can overlap the other calls; inactive = above about -39%
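Two-dose cell screen: HFF monolayers treated with compounds and infected with luciferase-expressing HCMV at 1 PFU/cell, 72 h at 37C, then lysed for luciferase measurement.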
AmpC no deterg – blocks E. coli AmpC beta-lactamase in detergent-free assay; P00811; Potency, µM (titrated, usually from 57.1 µM), inactives show at the top dose activity change, negative = inhibition, hits mostly inhibitors; AmpC nitrocefin hydrolysis, absorbance 480 nm, 0.0001% Triton; AID 485341; hit rate 0.52% among 330,000;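 also: potency is read from the fitted curve at half-maximal effect; plate controls were no compound for no effect and no enzyme for full effect; nearly all actives have a fitted effect of over 20% in size; some results filed as inactive show a strong effect at the top dose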
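AmpC (5.3 nM in the dispensed reagent) in 20 mM phosphate pH 7.0 with 0.01% (detergent screen) or 0.0001% Triton X-100 was preincubated with compounds for 15 min at room temperature. Nitrocefin was then added from an 800 uM solution, and hydrolysis was followed at 480 nm.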
AMA1 RON2 block – disrupts binding of P. falciparum AMA1 to RON2 | AlphaScreen AMA1-biotinylated RON2 peptide binding | Potency, µM (titrated, usually from 58.2 µM), inactives show at the top dose activity change, negative = inhibition, actives largely listed as inhibitors | hit rate 0.2% among 360,000 | AID 720542;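 also: potency is read from the fitted curve at half-maximal effect; 0% = vehicle wells and -100% = peptide control; nearly all actives have a fitted effect of over 45% in size; some results filed as inactive show a strong effect at the top dose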
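AMA1 (3D7) with his tag at 25 nM final met compounds first, then biotinylated RON2 peptide at 25 nM; detection used donor plus acceptor beads, 10 µg/mL apiece, read by AlphaScreen after 30 min at room temperature.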
Sm TGR block – S. mansoni TGR enzyme inhibition | Q962Y6 | purified TGR, DTNB reduction, TNB absorbance 405 nm | Potency, µM (top dose mostly 114 µM), without a hit: at the highest dose activity change, negative = inhibition, usual class: inhibitors | hit rate 3% among 360,000; also: potency is read from the fitted curve at half-maximal effect; nearly all actives have a fitted effect of over 60% in size
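First, TGR (20 nM dispensed) and NADPH were mixed with compound. Second, a 15 min room-temperature incubation followed. Third, further NADPH and then DTNB were added to start the reaction. Finally, TNB absorbance was monitored kinetically.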
* hit, by the source's call; ? = inconclusive; . = no result given; [ ] = dose if it differs, or a comment. Unless noted, calls follow the shape of the dose curve; as a rule, active = well fitted curve in the direction sought with a large enough effect; inconclusive = small, poorly fitted or top-dose-only effect, or another doubt; inactive = no such curve, though single readings can be large; an effect the other way counts as inactive or inconclusive. Unless noted, % is scaled to controls: 0 for no effect and ±100 for the full control effect.

Structure	Tb PYK inh	AmpC detergent	LmPK inhibitor	HCMV antiviral	AmpC no deterg	AMA1 RON2 block	Sm TGR block
O=C(CCN1C(=O)c2ccccc2C1=O)C1=NN[C@@H]2C(=O)N(c3cccc(F)c3)C(=O)[C@H]12	2%	-1%	2%	?	-19%	-1%	4%
CCCC(=O)Nc1ccc2c(c1)nc1n2CCN(CCOC)C1	-6%	3%	0%	32	15%	42%[activator]	20µM*
Cc1ccc(CCNC(=O)C23CN(Cc4ccccc4)CC2C(c2ccc([N+](=O)[O-])cc2)=NO3)cc1 (stereo not given)	1%	-6%	3%	11	-17%	?	0%
COc1cccc(CNc2cccc3cccnc23)c1O	-9%	1%	-16%	27	0%	5%	-7%
CC(C)(C)C(=O)Nc1nnc([C@H]2C[C@H](O)[C@@H](CO)O2)s1	11%	.	.	0	.	-6%	.
CC(C(=O)Nc1ccc(Br)cc1C(=O)c1ccccc1)N1CCCCC1 (stereo not given)	.	-2%	-1%	-18	-3%	-2%	5%
C/C(=N/NS(=O)(=O)c1ccc(C)cc1)c1c[nH]c2ccccc12	-12%	-12%	7%	20	-37%	-5%	-14%
Cc1ccc(/C(N)=N/OC(=O)c2cccc(Cn3cc(C(F)(F)F)ccc3=O)c2)cc1	-4%	-8%	2%	-14	32%	-1%	6%
COc1ccc(C(C)=O)cc1CSc1nnc(-c2ccc(Cl)cc2)n1-c1ccccc1	-4%	-3%	-2%	?	49%	-17%	-20%
Cc1nnc(SCc2nc(N)nc(Nc3ccccc3)n2)s1	0%	-1%	1%	58	-12%	-2%	14%
CC1=C(C(=O)N(C(C)C)C(C)C)CC(CC(=O)NCCN2CCOCC2)C(=O)N1Cc1ccccc1 (stereo not given)	15%	.	.	-3	.	-4%	.
Cc1cc(C)n(CC(=O)c2ccc(Br)cc2)c(=O)c1C#N	2%	?	6%	-1	-21%	-1%	4%
Cc1cc(C)n(-c2nnc(C)n2NS(C)(=O)=O)n1	-3%	2%	-3%	28	-13%	-17%	0%
Cn1c(SCc2ccc(C#N)cc2)nnc1-c1ccccc1	4%	-13%	-5%	-31	0%	3%	0%
O=C(OCCc1cc2ccccc2c(=O)o1)c1ccco1	-2%	0%	.	-12	-1%	12%	-14%
O=C(COc1coc(CN2CCc3ccccc3C2)cc1=O)Nc1ccc(F)cc1F	-5%	-7%	.	-11	8%	-2%	2%
COc1ccccc1N1CCN(C(=O)CCn2c(=O)[nH]c3ccsc3c2=O)CC1	5%	-6%	-7%	26	-6%	1%	-31%
Cc1ccc(CN2C(=O)CCC2C(=O)NCC2CCCO2)cc1 (stereo not given)	-12%	?	1%	-19	-2%	-6%	1%
O=C(CC1SC(=O)N(Cc2ccccc2Cl)C1=O)Nc1nccs1 (stereo not given)	4%	-8%	2%	29	-31%	-1%	-15%
COc1ccccc1N1CCN(C(=O)/C=C/c2c(Cl)nc3ccccn23)CC1	-11%	-2%	-8%	?	29%	13%	-6%

Brought forward from above: three compounds, followed by the next part.
Structure	Tb PYK inh	AmpC detergent	LmPK inhibitor	HCMV antiviral	AmpC no deterg	AMA1 RON2 block	Sm TGR block
Cc1ccc(CN2C(=O)CCC2C(=O)NCC2CCCO2)cc1 (stereo not given)	-12%	?	1%	-19	-2%	-6%	1%
O=C(CC1SC(=O)N(Cc2ccccc2Cl)C1=O)Nc1nccs1 (stereo not given)	4%	-8%	2%	29	-31%	-1%	-15%
COc1ccccc1N1CCN(C(=O)/C=C/c2c(Cl)nc3ccccn23)CC1	-11%	-2%	-8%	?	29%	13%	-6%
O=C(c1cccn2c(=O)c3cc(Cl)ccc3nc12)N1CCN(Cc2ccc3c(c2)OCO3)CC1	4%	2%	0%	-29	53%	6%	?
COCCCN1C(=O)c2ccc(C(=O)NCc3ccccn3)cc2C1=O	-3%	4%	-2%	-34	-14%	10%	6%
COCCCNC(=O)c1cnn(-c2ccc(F)cc2F)c1C1CCNCC1	3%	6%	.	-4	.	.	35%
COc1ccc(OC)c(CNC(=O)CN2CC(C)Sc3ccccc32)c1 (stereo not given)	1%	15%	.	4	.	.	6%
COc1cc2c(cc1OC)CC(C(=O)NCc1ccccc1)NC2 (stereo not given)	-2%	0%	3%	12	-20%	7%	3%
C[C@H](CO)N1C[C@H](C)[C@@H](CN(C)S(=O)(=O)c2cccc(F)c2)Oc2ncc(Br)cc2C1=O	-2%	.	.	-24	.	-1%	.
CC(=O)N/N=C/c1cc(C(C)(C)C)cc(/C=N/NC(C)=O)c1O	1%	-5%	-3%	11	7%	62%[activator]	-10%[57.1 µM]
CCc1cc2cc(C)ccc2nc1SCC(=O)NNC(=O)c1ccco1	3%	-3%	15%	-8	-12%	71%[activator]	14%
COc1ccc(C(=O)Nc2cccc3c2CCCC3)cc1OC	5%	?	-2%	31	2%	-14%	-13%
CC(OC(=O)CCCN=C1NS(=O)(=O)c2ccccc21)C(=O)Nc1ccccc1[N+](=O)[O-] (stereo not given)	1%	0%	.	-4	-33%	-2%	-2%

7 of the compounds above, with two lines to a compound:
Value order: Tb PYK inh, AmpC detergent, LmPK inhibitor, HCMV antiviral, AmpC no deterg, AMA1 RON2 block, Sm TGR block
- O=C(c1cccn2c(=O)c3cc(Cl)ccc3nc12)N1CCN(Cc2ccc3c(c2)OCO3)CC1
    4%, 2%, 0%, -29, 53%, 6%, ?
- COCCCN1C(=O)c2ccc(C(=O)NCc3ccccn3)cc2C1=O
    -3%, 4%, -2%, -34, -14%, 10%, 6%
- COCCCNC(=O)c1cnn(-c2ccc(F)cc2F)c1C1CCNCC1
    3%, 6%, ., -4, ., ., 35%
- COc1ccc(OC)c(CNC(=O)CN2CC(C)Sc3ccccc32)c1 (stereo not given)
    1%, 15%, ., 4, ., ., 6%
- COc1cc2c(cc1OC)CC(C(=O)NCc1ccccc1)NC2 (stereo not given)
    -2%, 0%, 3%, 12, -20%, 7%, 3%
- C[C@H](CO)N1C[C@H](C)[C@@H](CN(C)S(=O)(=O)c2cccc(F)c2)Oc2ncc(Br)cc2C1=O
    -2%, ., ., -24, ., -1%, .
- CC(=O)N/N=C/c1cc(C(C)(C)C)cc(/C=N/NC(C)=O)c1O
    1%, -5%, -3%, 11, 7%, 62%[activator], -10%[57.1 µM]

Going on with the list:
Structure	Tb PYK inh	AmpC detergent	LmPK inhibitor	HCMV antiviral	AmpC no deterg	AMA1 RON2 block	Sm TGR block
Cc1noc(C)c1COc1ccccc1C(=O)N1CCN(S(=O)(=O)c2ccc(F)c(F)c2)CC1	0%	.	.	-5	.	10%	.
O=C(/C=C/c1cccc([N+](=O)[O-])c1)NCc1ccco1	8%	1%	-1%	-7	-15%	-5%	-24%
Cc1ccc(NCC(=O)N/N=C/c2cc3ccccc3nc2Cl)cc1	2%	?	-1%	73	-33%	24%	11%
CN(C(=O)c1ccco1)c1nnc(C23CC4CC(CC(C4)C2)C3)s1	-2%	-1%	2%	-1	98%[activator]	-8%	7%
CN(C)CCNc1ccc(CO)c2oc3ccc(O)cc3c(=O)c12	-4%	.	.	-99*	.	-3%	.
CCN1C(=O)[C@H]2[C@@H](c3ccccc3)N3C(=O)N(c4cccc(F)c4)C(=O)[C@@]3(CC(C)C)[C@H]2C1=O	-10%	4%	4%	.	68%[activator]	4%	10%
Cc1ccc(NC(=O)COC(=O)CNC(=O)c2cccs2)cc1S(=O)(=O)N1CCOCC1	1%	.	.	-36	.	7%	.
N#Cc1ccsc1NC(=O)C1CCN(C(=O)c2ccc(Cl)cc2)CC1	-1%	-4%	.	1	30%	-12%	?
O=C(c1c(Cl)cccc1Cl)N1CCCCCC1	-12%	-13%	-2%	-39	-8%	6%	-26%
CC1(C)CC(=O)C=C(NC2CCCCCC2)C1	-14%	?	3%	19	-16%	2%	-13%
CC[n+]1ccc(/C=C/c2c[nH]c3ccccc23)cc1	-4%	-17%	-6%	-94*	1%	-1%	-1%
O=C(CSc1ncccn1)N1CCCC1	-7%	-2%	2%	-15	-10%	-9%	-36%
COc1ccc(C2C=C(C)Nc3nc4ccccc4n32)cc1 (stereo not given)	6%	?	-2%	36	-14%[11.4 µM]	40%[activator]	-29%
CC(C(=O)Nc1ccc(C#N)cc1)N(C)CC(=O)N(C)c1c(N)n(Cc2ccccc2)c(=O)[nH]c1=O (stereo not given)	4%	.	.	16	2%	19%	.
COc1ccc(-c2nc(N)n(C(=O)Cc3ccccc3)n2)cc1	-9%	1%	-1%	3	-15%	21%	24%
CCc1nc2c(oc3ccccc32)c(=O)[nH]1	-5%	-12%	-7%	45	-12%	-2%	-1%
O=c1cc(-c2ccc(O)cc2)oc2c1ccc1ccccc12	4%	-11%	.	-13	9%	13%	-4%
O=C(c1cccnc1)N1CCN(c2ccc([N+](=O)[O-])cc2Cl)CC1	-1%	-8%	-1%	-2	-11%	-9%	-4%
